A-T KAP1 phos: potential ataxia-telangiectasia treatments restoring KAP-1 phosphorylation | […] A-T fibroblasts, KAP-1 phosphorylation AlphaLISA; neocarzinostatin DNA damage 30 min before lysis | Potency, µM (doses to about 57.5 µM), without a hit: at the highest dose activation, usual class: activators | 0.19% of 320,000 active; note: potency is the fitted concentration of half-maximal effect; % of control where 0% means no effect; nearly all actives have a fitted effect of over 45% in size
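ATM-like activity read as KAP-1 phosphorylation via AlphaLISA donor/acceptor antibody pairs after lysis and 6 hr at 25C. Cells were ATM-null patient fibroblasts ([…], hTERT), dosed 60 min, then exposed to the DSB inducer NCS for 30 min.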
ELG1 repair inh: inhibitors of ELG1-dependent DNA repair in HEK293T cells | AID 504467 | Potency, µM (highest dose often 46.1 µM), for the others: top-dose activity change, negative = inhibition, most hits filed as inhibitors | HEK293T ELG1-luciferase reporter, luminescence, 16 h; DNA damage induced by 5-fluorouridine | 2.3% of 330,000 active; note: potency is the fitted concentration of half-maximal effect; % is set by controls: 0 for no effect and ±100 for the full control effect; nearly all actives have a fitted effect of over 55% in size
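Quantitative HTS, concentration-response format. 2,000 cells/well co-treated with 5-fluorouridine and compound, 16 hr in 5% CO2 at 37 °C; ONE-Glo luminescence read after 30 min.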
TSHR antagonist: human thyrotropin receptor antagonism | AID 504810 | activity change, negative = inhibition, % at 11.5 µM | 0.2% of 330,000 active | P16473 | TSHR-expressing cells, TSH-stimulated cAMP HTRF, 2 h; hits give low values;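 active = activity change below a set negative limit, meaning inhibition stronger than a set level, cut at about -70% in these data; inconclusive = activity change between two set negative limits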; note: % is set by controls: 0 for no effect and ±100 for the full control effect
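TSHR-expressing cells, 200/well, pre-treated with compound, then stimulated with EC80 TSH (4nM final) for 2 hours at 37 deg C. cAMP measured by competitive HTRF: anti-cAMP cryptate antibody in lysis buffer plus cAMP-d2, read after 30 minutes at room temperature.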
Mito fusion act: blocks mitochondrial division or promotes mitochondrial fusion; S. cerevisiae fusion-defective mutant growth rescue, CellTiterGlo 48 h; Potency, µM (titrated, usually from 46.1 µM), for the others: at the highest dose growth rescue (activation), hits mostly activators; 0.23% of 320,000 active; AID 485298;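 note: potency is the fitted concentration of half-maximal effect; % of control where 0% means no effect; nearly all actives have a fitted effect of over 45% in size; temperature-sensitive fusion mutants such as fzo1-1 at 37 °C on non-fermentable ethanol glycerol medium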
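Yeast fusion mutant, YPEG (non-fermentable carbon), compound, 48 h at 37C non-permissive; CellTiterGlo added, 10 min RT, luminescence read. Rescued growth = division inhibition.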
USP2a block: blocks human ubiquitin-specific protease USP2a; Potency, µM (series often up to 38.3 µM), for inactives: at the top dose activity change, negative = inhibition, most hits filed as inhibitors; 0.01% of 330,000 active; USP2 core, Ub-CHOP2 coupled fluorogenic reporter, 485/531; AID 463254;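 note: potency is the fitted concentration of half-maximal effect; plate controls were DMSO wells for no effect and full inhibition by NEM control for full effect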
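Deubiquitinase activity read as fluorescence (485/531 nm) after Ub-CHOP2 cleavage activates the enterokinase reporter on its substrate; USP2 core 10nM, Ub-CHOP2 and substrate 25nM each, 30min compound preincubation then 60min RT; data normalized to NEM, curves fitted.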
Eya2 inh: blocks the phosphatase activity of human Eya2 | recombinant Eya2, OMFP fluorescence dephosphorylation (OMFP is methylfluorescein phosphate) | Potency, µM (highest dose often 76.9 µM), for inactives: at the highest dose activity, negative = inhibition, actives largely listed as inhibitors | 0.006% of 330,000 active | AID 488837; note: potency is the fitted concentration of half-maximal effect; % is set by controls: 0 for no effect and ±100 for the full control effect
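Eya2 (0.2 uM) preincubated 10 min at ambient with compound, then OMFP substrate added at 50 uM; 10 min reaction in 50 mM HEPES pH 7.5, 50 mM NaCl, 5 uM MgCl2, 0.05% BSA, 1 mM DTT. Fluorescence read at Ex 485/Em 525 nm.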
TRPV1 ag: activates the human vanilloid receptor TRPV1. TRPV1-expressing cells, Fluo-8 calcium influx, agonist mode. activation, % at 8.33 µM. 0.19% of 320,000 active. Q8NER1; in the data active = activation above about 80%; inconclusive = between about 30% and that limit; note: 0% is about no effect
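TRPV1-expressing cells were cultured overnight at 35.5C and loaded with Fluo-8 calcium dye for 40 to 90 min at room temperature. After a 10 s baseline, compound was added and calcium influx was read kinetically for 3 min (ex 480/em 520 nm).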
hERG WT inh: blocks the wildtype human KCNH2 potassium channel. AID 720551. Q12809. U2OS, BacMam KCNH2, thallium flux FluxOr; hits give low values. activity change, % at 1.84 µM. 0.37% of 340,000 active;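 active = maximum activity change below -70%; inconclusive = maximum activity change between -70% and -50%; inactive = maximum activity change above -50%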; note: % is set by controls: 0 for no effect and ±100 for the full control effect
Target sequence (Q12809 whole entry, looked up): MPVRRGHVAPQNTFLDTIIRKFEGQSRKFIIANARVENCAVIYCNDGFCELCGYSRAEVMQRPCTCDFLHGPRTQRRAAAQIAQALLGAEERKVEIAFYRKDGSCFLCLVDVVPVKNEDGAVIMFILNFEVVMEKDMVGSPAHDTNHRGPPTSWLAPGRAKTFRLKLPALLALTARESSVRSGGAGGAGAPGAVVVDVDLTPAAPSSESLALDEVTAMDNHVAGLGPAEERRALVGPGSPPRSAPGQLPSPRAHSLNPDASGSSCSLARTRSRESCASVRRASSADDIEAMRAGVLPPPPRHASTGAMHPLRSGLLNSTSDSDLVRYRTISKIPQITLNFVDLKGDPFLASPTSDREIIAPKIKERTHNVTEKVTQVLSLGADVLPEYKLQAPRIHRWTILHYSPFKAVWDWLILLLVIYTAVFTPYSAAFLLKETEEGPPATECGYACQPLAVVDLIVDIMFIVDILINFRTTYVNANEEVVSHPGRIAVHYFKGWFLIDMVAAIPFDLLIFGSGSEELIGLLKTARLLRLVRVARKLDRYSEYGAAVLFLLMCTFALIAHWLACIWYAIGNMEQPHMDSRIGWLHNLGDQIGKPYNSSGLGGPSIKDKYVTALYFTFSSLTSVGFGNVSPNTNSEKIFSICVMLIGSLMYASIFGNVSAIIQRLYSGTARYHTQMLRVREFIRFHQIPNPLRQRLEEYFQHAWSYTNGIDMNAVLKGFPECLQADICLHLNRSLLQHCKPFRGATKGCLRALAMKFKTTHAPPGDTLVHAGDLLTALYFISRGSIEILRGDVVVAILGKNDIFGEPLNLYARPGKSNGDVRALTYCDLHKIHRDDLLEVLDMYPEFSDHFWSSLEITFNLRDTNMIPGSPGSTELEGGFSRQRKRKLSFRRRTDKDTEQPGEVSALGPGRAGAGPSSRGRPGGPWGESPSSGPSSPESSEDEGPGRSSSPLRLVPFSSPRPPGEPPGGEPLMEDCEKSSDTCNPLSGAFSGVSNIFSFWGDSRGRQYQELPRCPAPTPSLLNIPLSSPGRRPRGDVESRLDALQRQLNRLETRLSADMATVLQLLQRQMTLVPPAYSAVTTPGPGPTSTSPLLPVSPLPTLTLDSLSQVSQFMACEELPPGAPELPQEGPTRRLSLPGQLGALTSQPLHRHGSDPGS
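U2OS cells were transduced with wild-type KCNH2 virus (2.03 x 10^8 / mL) for 4 h at room temperature, then cultured overnight at 37 C. Thallium flux was read with FluxOr dye. Rate constants were normalized to DMSO controls.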
KCNH2 3.1 inh: blocks the human KCNH2 3.1 channel isoform. U2OS KCNH2 3.1, thallium flux FluxOr; hits give low values. activity change, % (tested at about 1.8 µM). 0.95% of 340,000 active. AID 720553;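 active = maximum activity change below -70%; inconclusive = maximum activity change from -70% to -50%; inactive = maximum activity change above -50%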;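 note: thallium influx rate constant from kinetic fluorescence after stimulation buffer; % is set by controls: 0 for no effect and ±100 for the full control effect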
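Kinetic fluorescence (2 min after stimulation buffer) measures Tl+ influx through KCNH2 3.1 expressed by viral transduction in U2OS cells; the rate constant is normalized against DMSO controls serving as positive and negative references.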
TCR act: activates T cell receptor signaling; primary human leukocytes, anti-CD3, IL-2 HTRF, 48 h; Potency, µM (series often up to 9.22 µM), for inactives: top-dose activation of IL-2 secretion, usual class: activators; 330,000 tested, under 10 active; AID 504894; note: % of control where 0% means no effect
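TCR engagement came from a-CD3 beads alone, with compounds added to primary human leukocytes for 48 hr. Secreted IL-2 bridged europium cryptate- and d2-labelled anti-IL-2 antibodies, giving FRET emission at 665nm after 320nm excitation.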
The depositor's hits bear a star; ? = inconclusive; . = not tested or not shown; [ ] = another dose, or the depositor's remark. Unless noted, calls come from the whole dose curve; as a rule, active = well fitted curve in the direction sought with a large enough effect; inconclusive = small, poorly fitted or top-dose-only effect, or another doubt; inactive = no such curve, though single readings can be large; an effect the other way counts as inactive or inconclusive.

SMILES	A-T KAP1 phos	ELG1 repair inh	TSHR antagonist	Mito fusion act	USP2a block	Eya2 inh	TRPV1 ag	hERG WT inh	KCNH2 3.1 inh	TCR act
CCN(CC)c1ccc(/C=C/c2cccc[n+]2C)c(OC)c1	0%	-9%	-41	-1%	7%	?	7	-18	1	-1%
COCCNC(=S)N(CCc1c(C)[nH]c2ccccc12)Cc1ccco1	4%	?	-6	-2%	-1%	-18%	3	-1	-13	3%
O=C(NCc1ccco1)c1ccc(-c2csnn2)cc1	7%	0%	1	-6%	2%	12%	1	-1	3	11%
Cc1ccc(C(=O)NCC(=O)Nc2cccc(S(=O)(=O)NC3=NCCCCC3)c2)cc1C	2%	-2%	-2	5%	0%	7%	2	9	3	-2%
O=C(CC(=O)NCc1ccc(Cl)cc1)NCc1ccc(Cl)cc1	-2%	16%	6	-5%	0%	7%	16	-3	-22	2%
C[C@H](CO)N1C[C@H](C)[C@@H](CN(C)C(=O)Nc2ccc3c(c2)OCO3)Oc2c(cccc2N(C)C)C1=O	-2%	4%	-5	.	5%	-15%	.	-12	-4	2%
O=C(c1ccccn1)N1CCCC(N2CCN(c3ccccc3)CC2)C1 (centres undefined)	5%	-1%	3	0%	4%	3%	3	0	2	-4%
COc1cc2c(C)nc3c(cnn3-c3ccccc3)c2cc1OC	1%	5%	-15	20%	3%	3%	0	-4	13	9%
COc1ccc(OC)c(C(c2c(O)nc(SC)[nH]c2=O)c2c(O)nc(SC)[nH]c2=O)c1	0%	-8%	-4	-1%	-1%	-9%	-5	-7	5	.
Cc1cccn2c(=O)c3cc(C(=O)NC4CCCCC4)c(=N)n(Cc4ccccc4)c3nc12	-4%	-8%	-2	-8%	-27%	-28%	-2	-12	-24	4%
CC1Oc2ccccc2N(CC(=O)Nc2ccc3c(c2)OCCO3)C1=O (centres undefined)	4%	?	1	-5%	6%	8%	1	15	-4	1%
Cc1ccc(C(=O)N2CCCC(c3nc4c(nnn4Cc4ccccc4)c(=O)[nH]3)C2)cc1 (centres undefined)	.	-24%	-5	1%	-3%	-25%	-2	-14	11	-3%
CCOC(=O)C1CCCN(C(=O)CCc2ccccc2)C1 (centres undefined)	28%	5%	-1	2%	1%	-10%	13	-5	18	7%
COc1ccc(N2CCc3c(C)nc4c(OC)cc(OC)cc4c32)c(OC)c1	-6%	?	-4	4%	4%	-5%	0	6	8	0%
CCOC(=O)Cc1nn(Cc2ccc(Cl)cc2)c(=O)c2ccccc12	6%	?	-1	13%	2%	5%	30	12	?	3%
Cc1cc(Nc2cccc(Cl)c2)c2ccccc2n1	2%	?	5	0%	0%	-1%	6	4	-4	6%
COc1cccc(-c2cc(C(F)(F)F)n3nc(C(=O)N4CCCCC4c4cccnc4)cc3n2)c1 (centres undefined)	-1%	21µM*	-3	0%	-1%	-6%	4	2	4	-2%
Cc1c(Cl)c([N+](=O)[O-])nn1CCCC(=O)Nc1sc2c(c1C(N)=O)CCC(C)C2 (centres undefined)	-2%	-12%	3	0%	2%	-8%	1	12	-2	2%[46.1 µM]
CCn1c2ccccc2c2cc(NC(=O)C(=O)N3CCOCC3)ccc21	-2%[11.5 µM]	?	-1	-1%	1%	-3%	?	0	8	-60%
Cc1ccc(C(C(=O)NC2CCCCC2)N(C(=O)CCCC(=O)Nc2ccccn2)c2ccc3c(c2)OCCO3)cc1 (centres undefined)	-13%	-4%	9	0%	0%	-4%	0	-6	-12	2%[46.1 µM]
O=C(NCc1ccccc1)c1nc2ccccc2s1	4%	15%	-1	-2%	-2%	0%	28	-10	12	-9%
CCOC(=O)N1CCN(S(=O)(=O)c2ccc(F)c(C(=O)Nc3ccc(C(C)C)cc3)c2)CC1	5%	?	-7	12%	-3%	0%	10	-45	10	0%
O=C(NCCCn1ccnc1)c1ccc(Cl)cc1[N+](=O)[O-]	4%	10%	27	0%	-1%	-9%	2	5	8	-9%
CC(C)OC(=O)c1c(NC(=O)c2ccco2)sc2c1CCCC2	1%	-4%	-8	1%	0%	-6%	7	-1	-10	0%[46.1 µM]

Part of the list above in order of number of heavy atoms, smallest number first:
SMILES	A-T KAP1 phos	ELG1 repair inh	TSHR antagonist	Mito fusion act	USP2a block	Eya2 inh	TRPV1 ag	hERG WT inh	KCNH2 3.1 inh	TCR act
CC(C)OC(=O)c1c(NC(=O)c2ccco2)sc2c1CCCC2	1%	-4%	-8	1%	0%	-6%	7	-1	-10	0%[46.1 µM]
CCOC(=O)Cc1nn(Cc2ccc(Cl)cc2)c(=O)c2ccccc12	6%	?	-1	13%	2%	5%	30	12	?	3%
CCn1c2ccccc2c2cc(NC(=O)C(=O)N3CCOCC3)ccc21	-2%[11.5 µM]	?	-1	-1%	1%	-3%	?	0	8	-60%
Cc1ccc(C(C(=O)NC2CCCCC2)N(C(=O)CCCC(=O)Nc2ccccn2)c2ccc3c(c2)OCCO3)cc1 (centres undefined)	-13%	-4%	9	0%	0%	-4%	0	-6	-12	2%[46.1 µM]

Next section:
SMILES	A-T KAP1 phos	ELG1 repair inh	TSHR antagonist	Mito fusion act	USP2a block	Eya2 inh	TRPV1 ag	hERG WT inh	KCNH2 3.1 inh	TCR act
O=S(=O)(NC1c2cccc3cccc(c23)C1Sc1ncccn1)c1ccc(Cl)cc1 (centres undefined)	-4%	-10%	4	?	-2%	-3%	10	7	-17	3%[46.1 µM]
N#CCC(=O)N/N=C/c1cc(-c2ccccc2)n(-c2ccc(Cl)cc2)c1-c1ccccc1	1%	-3%	-7	1%	4%	0%	3	-6	-8	-3%
O=C(NCCOc1ccccc1)C1CCCN1C(=O)c1cccs1 (centres undefined)	4%	6%	-1	2%	2%	-4%	1	-3	12	8%
COc1ccc(Cl)cc1S(=O)(=O)n1c([N+](=O)[O-])cnc1C	9%	0%	2	0%	2%	1%	-2	4	6	-2%
CCOC(=O)c1c(C)[nH]c(C(=O)CSc2nnnn2-c2ccccc2)c1C	9%	?	-10	-1%	2%	13%[15.4 µM]	-2	0	3	1%
CCOc1cc(NC(=O)c2cnccn2)c(OCC)cc1NC(=O)c1cccc(F)c1	-2%	9%	-9	-2%	0%	5%	-1	.	.	.
Cc1cc2c(N)cccc2nn1	.	19%	40	3%	0%	-11%	-8	-7	0	-1%
Cc1cc(=S)n(-c2ccccc2)n1C	-2%	?	4	0%	-1%	2%	2	0	-20	5%
CCCCNCCOCCSc1ccc(Cl)cc1	2%	-23%	4	-2%	-1%	-13%	3	42	-14	-2%
CC(=O)Nc1ccc(S(=O)(=O)N2CCC(c3nc4ccccc4[nH]3)CC2)cc1	3%	-17%	12	-2%	-1%	-9%	1	6	-4	-6%
OC(CNCCCCNCC(O)C(F)(F)F)C(F)(F)F (centres undefined)	0%	5%	4	3%	1%	-2%	-3	-8	-2	.
O=C(O)c1ccc(/C=N/NC(=O)c2ccc(Br)cc2)cc1	-5%	0%	-2	-3%	-1%	-12%	2	-2	5	-7%[46.1 µM]
c1nc(N2CCCC2)c2[nH]cnc2n1	0%	-8%	3	-1%	0%	0%	0	9	19	-4%[46.1 µM]
COc1cc(CCC(=O)OCC(=O)NCc2ccccc2)cc(OC)c1OC	0%	?	-4	4%	2%	-4%	-4	-23	4	3%
Cc1cccc(/C(N)=N/OC(=O)c2ccoc2C)c1	-3%	?	2	25%	1%	-7%	2	-6	10	-4%
CCCc1[nH]n(-c2nc3ccccc3s2)c(=O)c1C=NCC1CCCO1 (centres undefined)	5%	15%	5	-2%	-5%	7%	-1	26	-8	1%
O=C(NCC1CCCN(C(=O)Cc2ccccc2Cl)C1)c1ccc(F)cc1 (centres undefined)	31%	-11%	23	8%	-1%	19%	30	2	20	-11%
COc1cc(NC(=O)CN2C(=O)c3ccccc3S2(=O)=O)cc(OC)c1	1%	12%	11	2%	1%	?	-4	-6	11	-2%
Cc1ccccc1C1CC(=O)Oc2cc(O)ccc21 (centres undefined)	2%	17%	-13	.	?	1%	.	35	-6	1%[46.1 µM]
C/C(=N\NC(=O)Cc1csc(N2CCOCC2)n1)c1ccccc1	1%	-20%	4	-1%	2%	6%	3	-2	-19	-1%
Cc1c(Br)c(=O)oc2c(Br)c(O)c(O)cc12	-11%	8%	23	-1%	2%	-2%	-3	-10	-3	2%[46.1 µM]
CC1C(=O)N2CCCc3cc(NC(=O)c4ccccc4C(F)(F)F)cc1c32 (centres undefined)	7%	0%	4	-11%	-1%	-6%	-4	13	5	-1%
COc1cc(C=C2C(=O)c3ccccc3C2=O)cc(OC)c1	-9%	14%	-7	2%	?	-1%	0	2	3	6%
C#Cc1ccc([C@@H]2C=C(C(=O)N3CCOCC3)O[C@H](OCC)[C@H]2CCCO)cc1	3%	14%	12	-3%	-1%	-9%	5	-2	-7	-4%
CCCn1c(N)c(C(=O)CSc2nnc(Cc3ccccc3)o2)c(=O)n(C)c1=O	5%	5.8µM*	-23	-1%	2%	-10%	12	3	2	-3%
COc1ccc(S(=O)(=O)N2CCN(C(=O)c3oc4ccccc4c3C)CC2)cc1	5%	?	1	-2%	1%	-3%	18	9	-14	-3%

High-throughput results as filed in PubChem BioAssay.

Only part of the results is shown; count on the stated rates, not on these rows.
